Tb PFK block – T. brucei PFK enzyme inhibition | O15648 | T. brucei PFK, ADP-Glo luminescence | Potency, µM (top dose mostly 57.5 µM), for inactives: top-dose activity, negative = inhibition, most hits filed as inhibitors | 0.17% of 330,000 active | AID 485367;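 also: potency is read from the fitted curve at half-maximal effect; 0% = uninhibited 1x PFK enzyme wells and -100% = no-enzyme wells; nearly all actives have a fitted effect of over 60% in size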
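Activity is normalized to no-enzyme wells (full inhibition) and 1.25 nM enzyme wells (no inhibition). Reaction: 0.5 mM F6P, 0.1 mM ATP, 45 min RT, ADP-Glo luminescence; concentration-response curves fitted and classed by quality.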
FBPA coupling cs – counter-screen for Giardia aldolase inhibitors: coupling enzyme system. 0.67% of 290,000 active. coupling enzyme system counterscreen, AmpLite Red fluorescence. activity change, negative = inhibition, % at 58.2 µM, hits read low; in the data active = activity change below about -30%; also: % is scaled to controls: 0 for no effect and ±100 for the full control effect
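Fluorescence at 525 nm excitation and 598 nm emission measured inhibition of the coupled detection system without aldolase. Compounds (at 57.5 uM final) were preincubated 10 min at room temperature with coupling enzyme reagent before a 20 min substrate/AmpLite Red step.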
PTAP TSG101 blk – blocks PTAP/TSG101 interaction to inhibit HIV-1 budding. Potency, µM (series often up to 115 µM), for the others: at the top dose activity change, negative = inhibition, actives largely listed as inhibitors. Q99816. Fluorescence polarization, FITC-PTAP peptide / Tsg101 binding. AID 493005. 340,000 tested, under 10 active; active = well fitted inhibition curve with a large enough effect in the main read-out, with a control signal flat, not every such curve was filed as active; inconclusive = small, poorly fitted or top-dose-only effect, or effect the other way, or a change in a side signal; inactive = no such curve, though single readings can be large or run the other way; also: potency is read from the fitted curve at half-maximal effect; % of control where 0% means no effect
Target sequence (Q99816 whole entry, looked up): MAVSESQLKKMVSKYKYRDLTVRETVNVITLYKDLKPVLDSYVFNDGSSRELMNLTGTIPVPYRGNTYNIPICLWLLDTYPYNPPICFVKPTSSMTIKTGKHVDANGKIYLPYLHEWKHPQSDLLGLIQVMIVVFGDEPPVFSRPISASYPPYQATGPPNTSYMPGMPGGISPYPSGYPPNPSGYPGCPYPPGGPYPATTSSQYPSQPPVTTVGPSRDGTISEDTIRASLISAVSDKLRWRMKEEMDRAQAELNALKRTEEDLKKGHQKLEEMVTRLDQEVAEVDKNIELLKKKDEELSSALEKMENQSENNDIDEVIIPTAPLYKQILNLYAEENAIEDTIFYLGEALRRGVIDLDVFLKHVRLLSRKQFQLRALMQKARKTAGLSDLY
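Compounds were pin-transferred onto Tsg101 binding domain (10 uM final) in HEPES pH 7.5 buffer, then FITC-PTAP peptide was added at 50 nM final. After 20 min at RT, polarization reported peptide displacement across a qHTS concentration series.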
Giardia killer – Giardia lamblia killing; Giardia lamblia trophozoite viability; 0.15% of 340,000 active; activity change, % at 7.66 µM, hits read low; in the data active = activity change below about -80%; inconclusive = between about -30% and that limit;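 also: parasites exposed to compound for two days anaerobically before the ATP read; % is scaled to controls: 0 for no effect and ±100 for the full control effect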
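Media and compound were dispensed first, then trophozoites at 100 cells/well; plates sat 48 hrs at 37 deg C without oxygen before ATP luminescence reagent was added and read after 15-30 min at room temperature.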
B2AR arrestin – recruits beta-arrestin to the human beta2-adrenergic receptor; beta-arrestin recruitment to beta2AR, cell-based reporter; Potency, µM (titrated, usually from 46.1 µM), for inactives: at the top dose activation, actives largely listed as activators; 0.02% of 330,000 active; P07550;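 also: potency is read from the fitted curve at half-maximal effect; 0% = DMSO controls and full agonism = EC100 isoproterenol or metaproterenol; nearly all actives have a fitted effect of over 65% in size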
S-ASM inh – human S-ASM enzyme inhibition; P17405; Potency, µM (top dose mostly 57.5 µM), without a hit: top-dose activity change, negative = inhibition, hits mostly inhibitors; AID 504937; placental ASM, HMU-PC fluorogenic substrate, 60 min; 0.006% of 340,000 active; also: potency is read from the fitted curve at half-maximal effect
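qHTS format. ASM enzyme prepared from human placenta hydrolyses the fluorogenic substrate HMU-PC0 (9 uM final) over 60 min at 37 °C after a 10 min compound preincubation.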
GALK inhibitor – blocks human galactokinase activity | P51570 | Purified GALK, Kinase-Glo residual ATP luminescence | Potency, µM (doses to about 57.5 µM), inactives show at the highest dose activity change, negative = inhibition, usual class: inhibitors | 0.007% of 270,000 active; also: potency is read from the fitted curve at half-maximal effect; % is scaled to controls: 0 for no effect and ±100 for the full control effect
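The enzyme phosphorylates galactose (100 uM) using ATP (35 uM); inhibition is detected as higher residual ATP, quantified by bioluminescence after 1 h reaction at room temperature, pH 8.0.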
PKM2 act – increases activity of human pyruvate kinase M2. P14618. purified PKM2, Kinase-Glo ATP luminescence, activation; response scale: 0% is enzyme alone, no compound. Potency, µM (series often up to 57.5 µM), for inactives: top-dose activation, hits mostly activators. 0.34% of 260,000 active; also: potency is read from the fitted curve at half-maximal effect; % is scaled to controls: 0 for no effect and ±100 for the full control effect; nearly all actives have a fitted effect of over 55% in size
Target sequence (P14618 whole entry, looked up): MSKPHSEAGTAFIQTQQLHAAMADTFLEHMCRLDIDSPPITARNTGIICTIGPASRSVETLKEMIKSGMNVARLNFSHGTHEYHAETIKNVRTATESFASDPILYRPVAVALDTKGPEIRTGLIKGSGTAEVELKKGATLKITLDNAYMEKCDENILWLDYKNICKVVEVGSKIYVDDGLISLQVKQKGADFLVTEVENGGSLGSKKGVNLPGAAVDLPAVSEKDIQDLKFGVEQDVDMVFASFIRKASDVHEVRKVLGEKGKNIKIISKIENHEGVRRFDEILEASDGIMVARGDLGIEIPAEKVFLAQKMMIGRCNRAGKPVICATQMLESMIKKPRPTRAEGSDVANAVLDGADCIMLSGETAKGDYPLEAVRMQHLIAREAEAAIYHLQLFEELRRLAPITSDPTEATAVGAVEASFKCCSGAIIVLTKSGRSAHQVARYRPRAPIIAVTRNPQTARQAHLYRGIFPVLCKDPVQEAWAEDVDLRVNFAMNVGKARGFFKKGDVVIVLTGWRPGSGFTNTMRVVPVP
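hPK-M2, >95% pure; 0.1 mM ADP / 0.5 mM PEP final; imidazole pH7.2 buffer w/ 7 mM MgCl2, 50 mM KCl; 1 h RT; Kinase-Glo lum. Intermediate enzyme activity for dual inhibitor/activator qHTS.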
BCR signal inh – chronic active BCR signaling inhibition. ABC-DLBCL IkBa-CBG/CBR reporter, luminescence ratio, 4 h. Potency, µM (series often up to 46.1 µM), for the others: at the highest dose ratio change, negative = lower green/red ratio, actives largely listed as inhibitors. 0.05% of 340,000 active. AID 493014; active = well fitted inhibition curve with a large enough effect in the signal ratio, with a control signal flat, not every such curve was filed as active; inconclusive = small, poorly fitted or top-dose-only effect, or effect the other way, or a change in a side signal; the % refers to the signal ratio;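 also: potency is read from the fitted curve at half-maximal effect; plate controls were basal doxycycline-induced cells for no effect and cells given 10 µM MG132 for full effect; MG132 reads +100%, hits lower the ratio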
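Concentration-response series (up to 46 uM) were applied to TMD8 dual-reporter cells for 4 h at 37C with doxycycline. Green/red ratio, after filter-overlap correction, defined %Activity; red signal alone was normalised to basal cells and zero luminescence.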
a7 integrin act – activates integrin-mediated alleviation for muscular dystrophy. alpha7betagal myoblasts, beta-gal FDG fluorescence, 48 h. Potency, µM (top dose mostly 38.3 µM), inactives show at the top dose activation, hits mostly activators. 0.064% of 350,000 active;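 also: potency is read from the fitted curve at half-maximal effect; 100% = response of the positive control SU9516; nearly all actives have a fitted effect of over 60% in size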
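alpha7betagal+/- myoblasts (passage 13, 250/well) treated 48 h at 37C with compounds at 1:260 dilution of DMSO stock. Lysed, then beta-galactosidase activity read as FDG fluorescence (ex 480/em 540) after 30 min, with pre-read for autofluorescence.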
Menin-MLL TR inh – inhibitors of human menin-MLL interaction, mutant MLL peptide; O00255; Menin + Texas Red MLL mutant peptide, fluorescence polarization; Potency, µM (highest dose often 61.6 µM), without a hit: at the top dose FP activity change, negative = inhibition, most hits filed as inhibitors; 0.23% of 270,000 active; AID 1768; active = well fitted inhibition curve with a large enough effect in the polarisation, with a control signal flat, not every such curve was filed as active; inconclusive = small, poorly fitted or top-dose-only effect, or effect the other way, or a change in a side signal; inactive = no such curve, though single readings can be large or run the other way; the % refers to the polarisation; also: potency is read from the fitted curve at half-maximal effect; % of control where 0% means no effect; many of its hits are not listed in these tables
* hit, by the source's call; ? = inconclusive; / = not tested or not shown; [ ] = dose if it differs, or a comment. Unless noted, calls follow the shape of the dose curve; as a rule, active = well fitted curve in the direction sought with a large enough effect; inconclusive = small, poorly fitted or top-dose-only effect, or another doubt; inactive = no such curve, though single readings can be large; an effect the other way counts as inactive or inconclusive.

SMILES	Tb PFK block	FBPA coupling cs	PTAP TSG101 blk	Giardia killer	B2AR arrestin	S-ASM inh	GALK inhibitor	PKM2 act	BCR signal inh	a7 integrin act	Menin-MLL TR inh
Cc1ccc2cc(CN(Cc3ccco3)C(=O)c3ccccc3)c(=O)[nH]c2c1C	-5%	2	-1%	5	0.1%	0%	2%	1%	6%	12%	?
O=C(CC1CCCCC1)NCc1cn2ccsc2n1	1%	2	-2%	2	-0.2%	-3%	2%	3%	?	2%	0%
CCCCC1CCC(C(=O)N(C)CC(=O)Nc2cccc(F)c2)CC1 (stereo not given)	0%	/	-2%	8	0.3%	-21%	7%	4%	7%	-22%	/
Cc1ccc(S(=O)(=O)N(CC(=O)N/N=C\c2cccs2)c2cccc3cccnc23)cc1	-12%	3	-2%	12	-1.1%	-1%	/	1%	9%	0%	-13%
COc1cc(C(=O)OCC(=O)N2CCC(C)CC2)cc2c1OCCO2	-6%	/	-3%	-26	0.1%	7%	/	/	1%	-19%	/
Cc1ccccc1OCCn1nc(C(=O)O)c2ccccc2c1=O	-6%	-2	-4%	-3	-0.5%	-1%	-6%	11%	?	8%	?
COc1ccc(-n2nnc3c(=O)n(CC(=O)NCC4CCCO4)cnc32)cc1 (stereo not given)	-1%	1	-19%	6	0.1%	4%	-2%	-7%	1%	-31%[7.66 µM]	3%
CC1=C(C(=O)Nc2ccccc2)C2(CCCCC2)C(C(N)=O)C(=S)N1 (stereo not given)	7%	6	-1%	-14	-1.2%	0%	/	-12%	-2%	-16%	-5%
NC(=O)CCCc1nc(-c2ccccc2)no1	-3%	4	-4%	1	-1.5%	-1%	8%	-1%	?	3%	/
O=C(Cc1ccccc1)NC(Nc1ccccc1)C(Cl)(Cl)Cl (stereo not given)	2%	-1	-1%	-16	-0.1%	-1%	-4%	-3%	-1%	18%	8%
CC(=O)c1c(C)nn(CC(O)COc2ccc3c(c2)CCC3)c1C (stereo not given)	-8%	-2	-4%	24	-0.1%	2%	4%	-2%	1%	-24%	-10%
COc1ccc(CN2CCNC(=O)C2CC(=O)NCCc2c[nH]c3ccccc23)c(OC)c1 (stereo not given)	2%	-2	-1%	-8	-0.2%	6%	-2%	-5%	-11%	10µM*	-3%
c1ccc(-c2cc3n(c2)CCc2ccccc2-3)cc1	-6%	-6	1%	6	-2.8%	-3%	-3%	?	?	-44%	14%
COc1ccc(C2CC(c3ccc4ccccc4c3)=NN2C(=O)CN2C(=O)CCC2=O)cc1 (stereo not given)	-9%	0	-6%	11	0.0%	-12%	8%	0%	3%	?	-7%
NC(=O)C1CCN(c2oc(-c3ccccc3F)nc2S(=O)(=O)c2ccc(Cl)cc2)CC1	12%	2	-8%	6	3.4%	0%	0%	3%	?	9%	18%
CCOC(=O)CC1=C(C(=O)OCC)C(c2cccs2)C(C#N)=C(N)O1 (stereo not given)	/	0	-3%	1	/	-1%	0%	1%	/	17%	1%
O=S(=O)(c1cccc(S(=O)(=O)N2CCN(c3ncccn3)CC2)c1)N1CCOCC1	-1%	7	-2%	13	0.0%	-3%	-5%	-4%	9%	9%	19%
COc1ccc2[nH]c(=O)c(CN(C3CCCCC3)C(c3nnnn3Cc3ccco3)C(C)C)cc2c1 (stereo not given)	3%	0	4%	11	0.3%	2%	8%	2%	?	-22%	?
O=S1(=O)N=C(N/N=C/c2ccccn2)c2ccccc21	-1%	-32*	2%	-3	-0.6%	-1%	0%	-1%	?	17%	-1%
CCc1ccc2[nH]c(=O)c(C(c3nnnn3CCOC)N3CCN(c4ccccc4)CC3)cc2c1 (stereo not given)	-7%	-9	-5%	-6	-0.3%	-10%	2%	0%	-1%	-24%	0%
O=C(C(c1ccccc1)c1ccccc1)N1CCN(Cc2ccco2)CC1	-4%	2	0%	2	0.1%	3%	-1%	5%	-3%	0%	-28%
CCCNC(=O)c1n[nH]c2c1CC(C(C)(C)CC)CC2 (stereo not given)	-9%	/	/	17	0.1%	2%	/	/	2%	25%	/
Cc1c(C(=O)OCC(C)C)[nH]c2c1C(=O)CC(c1cccs1)C2 (stereo not given)	3%	5	-6%	-4	-0.9%	-1%	1%	2%	?	-10%	/
Cc1ccc(NC(=O)CN(C)C2CCCCC2)cc1Br	-6%	-6	0%	-16	0.2%	-1%	2%	2%	7%	-31%	?
Cc1c(O)ccc2c(O)c(NC(=O)c3ccc4c(c3)CCC(C)(C)O4)c(=O)oc12	2%	20	-4%	16	-0.2%	0%	-5%	1%	3%	-1%	/
O=C(NC(=S)Nc1nc(-c2cccc([N+](=O)[O-])c2)cs1)c1ccccc1Cl	-2%	0	0%	-9	0.2%	-1%	-1%	-2%	3%	6%	?
O=C(NC1CCCCC1)NC1CCN(S(=O)(=O)c2ccc3c(c2)OCCO3)CC1	-1%	4	-10%	-6	-0.4%	3%	0%	-1%	4%	10%	-7%
Cc1occc1-c1nnc(SCC(=O)c2ccc(F)cc2)o1	5%	3	-2%	17	-0.1%	3%	-3%	4%	?	-3%	31%[activator]
Cc1ccc(NC(=O)c2ccco2)c(NC(=O)c2ccccc2C)c1	-2%	0	-2%	-5	-0.3%	-1%	1%	/	?	?	2%
c1ccc(-c2nnc(OCc3cccnc3)c3ccccc23)cc1	-11%	3	-6%	40[activator]	0.5%	-1%	10%	-13%	?	-25%	?
O=c1[nH]c(C2CCCN(S(=O)(=O)c3ccccc3)C2)nc2c1nnn2Cc1ccccc1F (stereo not given)	-2%	2	0%	3	-0.5%	-10%	-2%	-12%	9%	11%	-1%
COc1ccc(N(S(=O)(=O)c2ccccc2)S(=O)(=O)c2ccccc2)c(N)c1	0%	/	0%	-1	0.2%	1%	/	/	0%	-15%	/
Cc1ccc(S(=O)(=O)c2c(C)cc(C)nc2Cl)cc1	-7%	-7	-1%	-4	-0.2%	1%	0%	-8%	-5%	10%	18%
COc1cc(NC(=O)[C@H](C)NC(=O)N2CCn3c2nc2ccccc23)cc(OC)c1	0%	/	-9%	-26	0.3%	-1%	4%	/	?	?	/
COCCn1c(SCC(=O)NCC2CCCO2)nc2c(c1=O)SCC2 (stereo not given)	1%	2	-6%	-3	-0.3%	-2%	-6%	-4%	1%	15%	10%
CCOCCCNC(=O)C(NC(=O)c1ccc(=O)[nH]c1)c1ccc(Cl)cc1 (stereo not given)	1%	-5	0%	-5	0.5%	4%	2%	-13%	?	13%	-5%
COc1ccc(NC(=O)COc2ccc(/C=N/O)cc2OC)cc1	-9%	0	3%	2	-0.1%	-4%	6%	2%	?	5%	-9%
CC(C)CCNC(=O)NC(=O)CN1C(=O)NC2(CCCCC2)C1=O	-4%	0	-2%	4	-0.2%	0%	-2%	0%	0%	-1%	-1%
Cc1cc(N=NC(=O)c2ccccc2)ccc1O	0%	-10	-2%	4	-0.2%	-4%	0%	13%	-1%	-7%	-10%
O=C(Cn1cc(SCc2ccccc2Cl)c2ccccc21)N1CCOCC1	-11%	-9	-4%	-5	-0.4%	-4%	0%	-7%	?	6%	8%
O=C(COC(=O)c1ccco1)NC12CC3CC(CC(C3)C1)C2	2%	/	-1%	-10	-0.6%	3%	/	/	-1%	23%	/
NC(=O)c1ccc(NC(=O)COC(=O)c2ccccc2Nc2ccccc2)cc1	3%	3	0%	9	0.1%	13%	-1%	-1%	0%	7%	?
Cn1c(=O)c2c(nc(CN3CCOCC3)n2CCN2CCOCC2)n(C)c1=O	-10%	-1	-4%	-10	-0.4%	2%	-3%	-16%	1%	8%[7.66 µM]	-2%
O=C(O)CCCNc1n[nH]c(=O)[nH]c1=O	-13%	-2	-1%	-19	0.0%	0%	7%	-1%	-1%	-12%	1%
C=CCc1cc(Cl)ccc1OCCCNC(C)C	-1%	2	-3%	0	-0.2%	6%	/	4%	-5%	?	-13%
CCCC(O)(c1ccc(OC)cc1)C(CN1CCOCC1)c1ccccc1 (stereo not given)	1%	-2	1%	-1	0.3%	0%	-1%	2%	?	20%	?
O=C(NCc1ccccn1)c1ccccc1-c1ccccc1	2%	1	-3%	4	-0.2%	3%	-2%	1%	?	-1%	-2%
O=C1CSC(=S)N1c1cccc(F)c1	-22%	-1	-1%	-11	0.0%	3%	0%	0%	?	6%	10%
Cc1ccc(SCC(=O)Nc2cccc(C)c2)cc1	-5%	0	2%	63[activator]	-0.2%	-1%	6%	2%	?	22%	8%

Compound activity: PubChem BioAssay, National Center for Advancing Translational Sciences (NCATS)

These rows are one share of the data (hit frequency here may not be typical).
